# esBAF inh = SWI/SNF esBAF complex inhibition | mouse ES cells, Bmi1-luciferase knock-in reporter, 24 h; 100% = twice the neutral-well signal | reporter increase, % at 12.5 µM | actives 2% (n = 350,000) | AID 602393; in the data active = activation above about 40%;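 note: 0% = median of the plate's neutral control wells and 100% = double that signal; a rise in the Bmi1 reporter signal indicates esBAF inhibition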
# Statin myotox sup = suppression of simvastatin myotoxicity; C2C12 myotubes + simvastatin, ATP luminescence, 48 h; scaled: DMSO 0, geranylgeraniol control 100; rescue of ATP level, % at 7.49 µM; actives 0.78% (n = 330,000);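 active = mean ATP rescue above about 67%, or every replicate alone reaching that limit, limit read from the data, passing the limit was not always enough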;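 note: myotubes were challenged with 10 µM simvastatin during compound exposure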
# Starred values were filed as active, the others as inactive.
# Value order: esBAF inh, Statin myotox sup
O=C(N/N=C/c1cc([N+](=O)[O-])ccc1Cl)c1ccc2nc[nH]c2c1
  0, 9
Cc1cccc(NC(=O)CC2SC(=O)N(c3ccccc3)C2=O)c1 (centres undefined)
  15, 7
CN(C)c1ccc(NC(=O)CN2CCN(S(=O)(=O)c3cc(Cl)ccc3Cl)CC2)cc1
  -7, 4
c1ccc(-n2nnnc2Oc2ccc(-n3ccnc3)cc2)cc1
  0, -6
CCC(=O)NC(=S)Nc1cccc(NC(=O)c2ccc(Cl)cc2Cl)c1
  4, -6
Cc1ccc(S(=O)(=O)N2CCN(S(=O)(=O)N3CCOCC3)CC2)cc1
  -8, -2
COC(=O)NCc1ccc(CNC(=O)OC)cc1
  -3, -4
CC1(C)C2(C#N)C(N)=NC3(OCCO3)C12C#N (centres undefined)
  -5, -2
COC(=O)[C@H](C)NC(=O)Nc1ccc(C)c(C)c1
  0, 4
O=C(NNc1ccc([N+](=O)[O-])cc1[N+](=O)[O-])c1ccco1
  -26, -22

# The list goes on; it opens with the two that closed the last part.
# Value order: esBAF inh, Statin myotox sup
COC(=O)[C@H](C)NC(=O)Nc1ccc(C)c(C)c1
  0, 4
O=C(NNc1ccc([N+](=O)[O-])cc1[N+](=O)[O-])c1ccco1
  -26, -22
CCOC(=O)C1C(C(=O)OC)=C(c2ccc(OC)cc2)c2ccc(OC)cc2N1S(=O)(=O)C(F)(F)F (centres undefined)
  -4, 3
CCOc1ccc(C(=O)N2CCN=C2SC)cc1OCC
  -4, 0
COc1ccc(NCc2nnc(SCC(=O)c3ccc(OC)cc3)n2C)cc1
  4, -3
C=CCOC(=O)/C(=C\c1cccc2ccccc12)NC(=O)c1ccccc1
  56*, 7
CCCC(c1nnnn1CC(=O)OCC)N(Cc1cc2ccc(C)cc2[nH]c1=O)C1CCCC1 (centres undefined)
  7, 1
CC(Sc1nnnn1-c1ccccc1)C(=O)Nc1ccc(Cl)cn1 (centres undefined)
  7, 15
COc1cccc(NC(=O)c2cn(C)c(=O)c3cc(OC)c(OC)cc23)c1
  -2, -17
CN(C)S(=O)(=O)N1CCC(C(=O)O)(c2ccccc2)CC1
  -5, 1
CSc1sc(C)cc1C1C(C#N)=C(N)N(c2cccnc2)C2=C1C(=O)CC(C)(C)C2 (centres undefined)
  -6, 22
COc1ccc(S(=O)(=O)N(C)c2ccc(OCC(=O)Nc3cc(C)on3)cc2)cc1
  -6, 12
N=c1c2c(-c3ccccc3)c(-c3ccccc3)n(Cc3ccccc3)c2ncn1CCCn1ccnc1
  -1, 8
COc1cc(C(=O)Nc2cc(-c3ccccc3)[nH]n2)cc(OC)c1OC
  3, -9
CCOC(=O)c1sc(NC(=O)c2ccc(S(=O)(=O)N3CCOCC3)cc2)cc1C
  0, -32
CCOC(=O)c1ccc(-c2n[nH]c(=O)c3ccccc23)cc1
  0, 6
Cc1n[nH]c(C)c1S(=O)(=O)N1CCN(c2ccccn2)CC1
  -6, 78*
O=C(Cc1cccs1)Nc1nnc(SCC(=O)NC2CCCCC2)s1
  8, 7
CCc1nnc(SCc2ccc(C(=O)OC)o2)n1N
  -4, -17
COC(=O)C1CCN(c2nc3ccccc3nc2C(C#N)C(=O)NCCc2ccccc2)CC1 (centres undefined)
  -14, 15
CCOc1ccc(C(=O)C(c2ccccc2)N2CCOCC2)cc1 (centres undefined)
  -8, 6
Cc1nn(-c2ccccc2)c(C)c1C(=O)OCC(=O)NC(=O)NC1CCCCC1
  -7, -8
COc1ccc(C2C=C(c3ccc(C)cc3)Nc3ncnn32)cc1 (centres undefined)
  6, 36
Cc1ccn2cc(CCNC(=O)CC(C)(C)C)nc2c1
  7, 1
COc1ccccc1Nc1ncnc2c1oc1ccccc12
  75*, -21
Cc1onc(-c2ccccc2)c1C(=O)Nc1ccc2c(C)cc(=O)oc2c1
  0, 29
O=S(=O)(c1cccc(-c2nnc(SCc3ccc(Cl)cc3)o2)c1)N1CCCCC1
  -7, 10
CN(CC(=O)Nc1ccc(S(N)(=O)=O)cc1)c1ccccc1
  1, -2
COC(=O)c1ccc(COc2ccc(/C=C(\C#N)c3nc4ccccc4[nH]3)cc2OC)o1
  19, 5
Cc1nn(Cc2ccccc2)c2c1C(c1cccnc1)C(C#N)=C(N)O2 (centres undefined)
  -6, -5
Cc1ccc(C(=O)N/C(=C/c2ccco2)C(=O)NCCc2c[nH]c3ccccc23)cc1C
  -5, 10
COc1ccc(CN=CC2=C(O)CNC2=O)cc1OC
  -8, 94*

# Whole records, looked up by structure. Order of screens: esBAF inh | Statin myotox sup
# CCCC(c1nnnn1CC(=O)OCC)N(Cc1cc2ccc(C)cc2[nH]c1=O)C1CCCC1 (centres undefined) is entered as 7 | 1
# Cc1nn(-c2ccccc2)c(C)c1C(=O)OCC(=O)NC(=O)NC1CCCCC1 is entered as -7 | -8
# COC(=O)[C@H](C)NC(=O)Nc1ccc(C)c(C)c1 is entered as 0 | 4
# C=CCOC(=O)/C(=C\c1cccc2ccccc12)NC(=O)c1ccccc1 is entered as 56* | 7
# CCOC(=O)C1C(C(=O)OC)=C(c2ccc(OC)cc2)c2ccc(OC)cc2N1S(=O)(=O)C(F)(F)F (centres undefined) is entered as -4 | 3

# The list continues:
# Value order: esBAF inh, Statin myotox sup
COc1ccc(CC(=O)NCc2cn3ccsc3n2)cc1
  7, 3
CCOC(=O)c1[nH]c2ccc(OC)cc2c1NC(=O)c1nonc1C
  -8, 9
O=C(COc1ccccc1Cl)Nn1cnnc1
  -7, 19
CCOC(=O)/C(=C\c1ccc([N+](=O)[O-])o1)NC(=O)c1ccccc1
  -1, -3
COc1ccc(OCC(O)COc2ccc(OC)cc2)cc1
  -1, -8
COc1ccc(N2C(=O)CC(Sc3ncn[nH]3)C2=O)c(OC)c1 (centres undefined)
  -87, -264
CCOc1ccccc1-n1c(SCC(N)=O)nc2ccccc2c1=O
  -16, 3
COc1ccc(S(=O)(=O)N2CC(O)CC2C(=O)OCC(=O)Nc2ccc(Cl)cn2)cc1 (centres undefined)
  6, 5
CC1CCCCN1C(=O)c1cccc(NC2=C(Cl)C(=O)N(Cc3ccccc3)C2=O)c1 (centres undefined)
  3, 3
O=C1C2(c3ccccc3)CN(CCO)CC1(c1ccccc1)CN(CCO)C2
  -8, -2
CC1CCN(C(=O)c2ccc(S(=O)(=O)N(C)C)cc2)C(C)C1 (centres undefined)
  -8, 14
CCOc1ccc(N(CC(=O)N/N=C/c2cc([N+](=O)[O-])ccc2Cl)S(C)(=O)=O)cc1
  0, 0
CC(C)CSc1nc2c(=O)[nH][nH]c(=O)c2n1Cc1ccccc1
  -4, 2
CCCCCn1c(N2CCN(c3cccc(Cl)c3)CC2)nc2c1c(=O)[nH]c(=O)n2C
  2, 28
COc1ccc(S(=O)(=O)N2CCC(C(=O)Nc3cccc(C(C)=O)c3)CC2)cc1C
  -1, -6
Cc1cc(Cl)c(S(=O)(=O)Nc2ccc(Cl)cn2)cc1OCC(N)=O
  2, -3
O=C(c1ccccc1)N1CCN(Cc2ccccc2)CC1
  -5, 10
COc1cccc(C2C(C#N)=C(N)Oc3cc(C)[nH]c(=O)c32)c1OC (centres undefined)
  -6, 5
Cc1csc2c(=O)n3c(nc12)CCCCC3
  2, 3
Cc1ccc(SCc2cn3cccnc3n2)cc1
  46*, -7

# (cont.)
smiles	esBAF inh	Statin myotox sup
Cc1cc(NC(=O)c2noc3c2CCCC3)no1	12	12
CCOc1nc(NCc2ccco2)nc(Nc2ccc(OC)cc2)n1	31	-3
Cc1cccc(N(C(=O)Cc2cccs2)C(C(=O)NC2CCCC2)c2ccsc2)c1 (centres undefined)	-2	7
O=c1cc(CO)oc(CN2CCC(Cc3ccccc3)CC2)c1O	-3	-9
Cc1cc(Br)ccc1NC(=O)CNC(=O)CSc1n[nH]c(N)n1	-1	0
CCCCS(=O)(=O)N1C2=NC(C(=O)OC)=C(C(=O)OC)[C@@H]3N(C)c4ccc(OC)cc4[C@]23C[C@H]1C(=O)OC	-1	15
C=CCN(c1ccccc1)S(=O)(=O)c1cccc(C(=O)Nc2ncccc2O)c1	-8	-5
O=C(NCCc1ccncc1)c1ccccc1F	0	-2
Cc1cccc(NC2=NC(=S)N(c3ccc(C(=O)O)cc3)C23CCCCC3)c1	-3	7
CN1CCN(S(=O)(=O)c2ccc(NC(=O)c3ccco3)cc2)CC1	7	-17
CC(NC(=O)C1CCCC1)c1ccc2c(c1)OCCO2 (centres undefined)	-2	14
Cc1ccc(C)n1-n1cnc2sc3c(c2c1=O)CCCCC3	-38	6
Cc1ccc(C)c(/C(O)=C2\C(=O)C(=O)N(CCCn3ccnc3)C2c2cccnc2)c1 (centres undefined)	-10	-8
CN1CC(=O)N(CC(=O)NCc2ccc3c(c2)OCO3)C1=O	-1	-4
Cc1ccc(-n2ncc3c(=O)n(CC(=O)NC4CCCCC4)cnc32)cc1	6	2

# Single values from above.
# `Cc1cc(Br)ccc1NC(=O)CNC(=O)CSc1n[nH]c(N)n1` in Statin myotox sup is listed with 0
# `CC(NC(=O)C1CCCC1)c1ccc2c(c1)OCCO2` (centres undefined) in Statin myotox sup is listed with 14

# Continuation.
smiles	esBAF inh	Statin myotox sup
COc1ccc(OC)c(N(CC(=O)Nc2ccc3c(c2)OCCO3)S(C)(=O)=O)c1	-4	14
CCOC(=O)c1cc(NC(=O)SCC(=O)O)c(C)nc1C	-7	-18
Cc1ccc(C2N(c3ccccc3)C(=S)N3CCCN23)cc1 (centres undefined)	1	13
COc1ccc(N(CC(=O)Nc2cccc(C(C)=O)c2)S(C)(=O)=O)cc1OC	-5	-11
COc1ccc(-n2c(SCC(=O)Nc3ccc4c(c3)OCO4)nc3ccccc3c2=O)cc1	-2	118*
O=C(CSc1nccn1-c1ccc(Cl)cc1)Nc1ccc2c(c1)OCO2	0	5
Cc1cccc(OCCNc2nc3c(c(=O)n(C)c(=O)n3C)n2C)c1	7	-5
Cn1c(CSc2nc3ccccc3s2)nnc1SCC(=O)NCCN1CCOCC1	0	41
Cc1occc1C(=O)Nc1nccs1	9	6
O=C(c1ccco1)N1CCN(C(c2coc3ccc(Cl)cc3c2=O)c2nnnn2C2CCCC2)CC1 (centres undefined)	-6	19
O=C(c1ccc(OC2CCN(CCO)CC2)cc1)N1CCCC1	-1	-2
CCN1CCN(CCCNC(=O)c2csc3c2CCCCC3)CC1	-7	13
COCCN1CCN(c2c3c(nc4cc(-c5cccc(F)c5)nn24)CCC3)CC1	0	-12
N#CC1=C(N)OC2=C(C(=O)CCC2)C1Cc1ccccc1 (centres undefined)	-3	15
CCc1nnc2sc(-c3cc(-c4ccccc4)nc4ccccc34)nn12	-6	12
CC(C)OC(=O)CSc1nc(N)c(C#N)c(-c2ccco2)c1C#N	14	11
CCOC(=O)N1CCC(NC(=O)CN(C)S(=O)(=O)c2cc3c(cc2Cl)NC(=O)CO3)CC1	-7	0
O=[N+]([O-])c1ccc2c(c1)C(O)n1nc(-c3ccc(Cl)cc3Cl)nc1S2 (centres undefined)	3	-7
CN(C)c1ccnc(Oc2ccc(C(C)(C)C)cc2)c1C#N	52*	-17
COc1ccc(OC)c(N2C(N)=NC(N)=NC23CCCC3)c1	9	4
CCOC(=O)c1ccc(COc2nc3ccccc3nc2-c2ccccc2NC(C)=O)o1	-1	22
COc1ccccc1NC(=O)CSc1nnc(Cc2cc(=O)[nH]c(=O)[nH]2)n1-c1ccccc1	-4	6
CC1(C)Cc2c(c(N3CCOCC3)nc3sc4c(NCc5ccccc5)nnnc4c23)CS1	8	-2
Cc1c(Cl)cccc1NC(=O)C(=O)NNS(=O)(=O)c1ccc(F)cc1	9	2
C=CCN(CC=C)C(=O)C1CCC(C(=O)N(CC=C)CC=C)CC1 (centres undefined)	-6	4
Cc1ncc([N+](=O)[O-])n1CC(=O)NCc1ccccc1	-3	1
Cc1cc(C)n(C(=O)c2c([N+](=O)[O-])cnn2C)n1	2	-20
NC(=O)c1ccsc1NC(=O)COC(=O)Cc1cccc2ccccc12	-3	16
O=C(CCN1C(=O)C2CC=C(Cl)CC2C1=O)Nc1ccccc1O (centres undefined)	11	64
O=c1c2cnn(-c3ccccc3)c2nc(-c2ccco2)n1-c1ccccc1	-1	-60
C=CCSc1nnc2c(n1)OC=Nc1ccccc1-2	4	6
COc1ccc(OC)c(S(=O)(=O)N2Cc3ccccc3CC2C(=O)Nc2nccs2)c1 (centres undefined)	51*	-1
COc1ccc(NC(=O)CSc2nncn2C)cc1OC	-6	1
CCN(CC)CCNc1nc2c(c(=O)[nH]c(=O)n2C)n1CC(O)COc1ccc(Cl)cc1Cl (centres undefined)	-7	-11
Nc1cc(=O)[nH]c(SCc2cccc(Cl)c2)n1	4	2
S=c1[nH]nc(-c2cccnc2)o1	-5	-11
CS(=O)(=O)N(CC(=O)N1CCOCC1)Cc1ccc(Cl)cc1	-8	4
CCOC(=O)C1CCN(Cc2ccc(OCc3ccccc3)c(OC)c2)CC1	-2	-13
Cc1nc(SCC(=O)Nc2ccc3c(c2)OCO3)c(C#N)c2c1CCCC2	35	-4
COc1ccc(-c2noc(CSc3nc4ccccc4c(=O)n3-c3ccccc3)n2)cc1OC	3	45
COc1ccc(-n2c(SCC(=O)c3c(N)n(C)c(=O)n(C)c3=O)nc3ccccc32)cc1	-11	-6
COc1ccccc1C(=O)N1CCN(C(=O)c2ccncc2)CC1	-9	5
O=C(CSc1ccc(-c2nc3ccccc3[nH]2)cn1)Nc1ccc2c(c1)OCCO2	46*	-39
CCOC(=O)c1ccc(NC(=O)C2CCCN(S(=O)(=O)c3ccc(F)cc3)C2)cc1 (centres undefined)	12	-10
Cc1cc(C)c(C2C3=C(Nc4c2c(C)nn4-c2ccccn2)c2ccccc2C3=O)c(C)c1 (centres undefined)	0	-7
Cc1ccc(S(=O)(=O)N(CCO)c2cc3c(s2)CCCC3)cc1	-5	20
Cc1[nH]c(=O)[nH]c(=O)c1NC(=O)c1cccs1	-7	9
Cc1ccc(-c2nn3c(C)nnc3s2)cc1NC(=O)c1cccs1	-9	-8

# Bioassay records deposited in PubChem BioAssay by Broad Institute.

# Only part of the results is shown (hit frequency here may not be typical).
